From PubChem
VEEV TC-83 Vero: inhibitors of VEEV TC-83 cytopathic effect, confirmation, Vero cells (AID 588727). Vero cells, VEEV TC-83 cytopathic effect inhibition; higher % means a stronger effect. one-dose inhibition, % at 20 µM; IC50 in µM for titrated hits. 0.13% of 350,000 active; in the data active = a potency from the dose series; inconclusive = inhibition mostly from about 14% at the one dose, without a potency; inactive = the rest, 99 in 100 with inhibition below about 12%; note: strong numbers were not always called active
PhoP GFP inhibition: Inhibition of PhoP regulon, Salmonella typhi GFP reporter cells, confirmation, 4 h (AID 1850). Salmonella Typhi PhoP-promoter GFP reporter, fluorescence, 4 h; higher % means a stronger effect. inhibition, % at 50 µM, or IC50 in µM where a hit was titrated. 0.33% of 310,000 active; in the data active = a potency from the dose series; inconclusive = inhibition mostly from about 25% at the one dose, without a potency; inactive = the rest, 99 in 100 with inhibition below about 19%;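 note: 0% = induced wells with vehicle and 100% = uninduced wells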
M. tuberculosis: growth inhibition of non-replicating M. tuberculosis (AID 488890). 0.39% of 320,000 active. one-dose inhibition, % at 25 µM; IC50 in µM for titrated hits. Mycobacterium tuberculosis non-replicating, growth inhibition; higher % means a stronger effect; in the data active = a potency from the dose series; inconclusive = inhibition mostly from about 82% at the one dose, without a potency; inactive = the rest, 99 in 100 with inhibition below about 76%;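 note: plate controls were DMSO cells for no effect and high antibiotic wells for full effect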
H1N1 NS1A inhibition: NS1A inhibition, H1N1 influenza, cell based functional assay (AID 504329); NS1A functional cell-based assay, percent inhibition; higher % means a stronger effect; inhibition, % at 12.5 µM; hits with a dose series show IC50 in µM; 0.3% of 340,000 active; in the data active = a potency from the dose series; inconclusive = inhibition above about 27% without an active follow-up result; note: strong numbers were not always called active
M. tuberculosis HTS: M. tuberculosis growth inhibition, HTS (AID 449762). M. tuberculosis H37Rv growth inhibition, 7H9 media; higher % means a stronger effect. inhibition, % at 25 µM; hits with a dose series show IC50 in µM. 0.59% of 330,000 active; in the data active = a potency from the dose series; inconclusive = inhibition above about 70% without an active follow-up result;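 note: bacterial growth assessed after seven days of incubation; strong numbers were not always called active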
VEEV TC-83 Vero 10K pilot screen: recorded beside VEEV TC-83 Vero, whose call it bears; inhibition, %; measured here: 10K pilot screen inhibition
* = called active by the depositor; i = inactive; ? = inconclusive; nt = no result given.

SMILES | VEEV TC-83 Vero | PhoP GFP inhibition | M. tuberculosis | H1N1 NS1A inhibition | M. tuberculosis HTS | others
Cc1ccc(C(=O)NCc2ccccn2)cc1S(=O)(=O)N1CCOCC1 | 2.0% | nt | -13% | -13% | -8%
COc1ccc(C(CNC(=O)CCNS(=O)(=O)c2ccc(C)cc2)N2CCOCC2)cc1 (stereo not drawn) | 0.7% | 0% | -8% | -11% | -3%
Cc1cccc(NC(=O)C2CC(=O)N/C(=N/N=C/c3ccco3)S2)c1 (stereo not drawn) | 0.5% | -2% | -7% | 22% | 4%
CC(C)(C)S(=O)N1Cc2cc(=O)n(Cc3ccccc3)c(CCO)c2[C@@H]1CCO (stereo partly drawn) | 0.0% | nt | nt | -8% | nt
COC(=O)c1c(NC(=S)Nc2ccccc2Cl)sc(C)c1C | 0.9% | 2% | 56% | -10% | -9%
Cc1nc2sc(C(=O)c3ccccc3)c(N)c2c2c1CCCC2 | 9.2% | -14% | 57% | -7% | 16%
O=C(O)c1ccc(-c2cccc(Cl)c2)o1 | 0.2% | -11% | 26% | -1% | -5%
CC(C)N1CCc2c(sc(NC(=O)c3ccc(C(=O)c4ccccc4)cc3)c2C(N)=O)C1 | 2.1% | 6% | ? | 10% | 11%
CCCCNC(=O)CCc1c(C)nc2nc(-c3cc(OC)cc(OC)c3)nn2c1C | 0.7% | 1% | 2% | -2% | 6%
COc1ccc(C(=O)NNC(=O)C(C)NC(=O)c2ccccc2NC(=O)c2ccco2)cc1 (stereo not drawn) | 0.1% | 0% | 22% | 1% | 2%
O=C(Nc1ccc(N2CCN(C(=O)c3ccccc3)CC2)cc1)c1ccc2c(c1)OCO2 | 8.7% | 1% | 14% | 9% | 5%
CCOc1ccccc1C(=O)NC1CCN(Cc2nnnn2C2CCCC2)CC1 | 5.9% | nt | nt | -3% | nt
COc1cccc(/C=N/n2c(=O)[nH]c3ccccc32)c1OC | 0.6% | -5% | -13% | 4% | -1%
CC(=O)Nc1ccc(-c2csc(Nc3cccc(C)n3)n2)cc1 | ? | nt | nt | 12% | nt
O=C(NC(=S)Nc1ccc(O)cc1)c1ccccc1Cl | 7.5% | 0% | 73% | 3% | -2%
O=C(O)c1ccc(CSc2nc(-c3ccccc3)cc(C(F)(F)F)n2)cc1 | 0.4% | -6% | 11% | 7% | 1%
CC(C)Oc1ccc(S(=O)(=O)N2CCOCC2)cc1NC(=O)CC1CCCC1 | 2.0% | nt | 13% | -6% | -7%
CCC(=O)NCCc1nc2cc(NC(=O)c3cccs3)ccc2n1C | i | 16% | -6% | -4% | -6%
[O-][n+]1ccc(C2CC2)cc1 | 1.4% | -6% | -11% | 4% | -5%
CC1CC(C)CN(C(=O)CSc2nnc3ccccn23)C1 (stereo not drawn) | 0.2% | nt | -11% | 2% | -4%

Of the compounds above, these have an aryl methoxy group.
SMILES | VEEV TC-83 Vero | PhoP GFP inhibition | M. tuberculosis | H1N1 NS1A inhibition | M. tuberculosis HTS | others
COc1ccc(C(CNC(=O)CCNS(=O)(=O)c2ccc(C)cc2)N2CCOCC2)cc1 (stereo not drawn) | 0.7% | 0% | -8% | -11% | -3%
CCCCNC(=O)CCc1c(C)nc2nc(-c3cc(OC)cc(OC)c3)nn2c1C | 0.7% | 1% | 2% | -2% | 6%
COc1ccc(C(=O)NNC(=O)C(C)NC(=O)c2ccccc2NC(=O)c2ccco2)cc1 (stereo not drawn) | 0.1% | 0% | 22% | 1% | 2%
COc1cccc(/C=N/n2c(=O)[nH]c3ccccc32)c1OC | 0.6% | -5% | -13% | 4% | -1%

Additional compounds follow.
SMILES | VEEV TC-83 Vero | PhoP GFP inhibition | M. tuberculosis | H1N1 NS1A inhibition | M. tuberculosis HTS | others
CC(CCc1ccccc1)NC(=O)CCc1cn(C)c2ccccc12 (stereo not drawn) | 0.8% | 2% | 9% | -20% | 5%
Cc1n[nH]c(C)c1N=Nc1cc(Cl)ccc1Cl | 2.4% | -1% | ? | -5% | -3%
CCCCS(=O)c1snnc1C (stereo not drawn) | i | 5% | -3% | -3% | -1%
COc1ccccc1CN(C)C(=O)c1ccccc1Sc1ccccc1C#N | 7.6% | -10% | 29% | -4% | 3%
Cc1c(CC(=O)O)c(=O)oc2cc(OCc3nn[nH]n3)ccc12 | 2.6% | -8% | 15% | -5% | -6% | VEEV TC-83 Vero 10K pilot screen=0.6
COc1ccc(NS(=O)(=O)c2nnc(NC(=O)c3ccccc3F)s2)cc1 | i | -13% | 42% | 2% | -7%
CCOc1ccc2nc(SCC(=O)Nc3ccc4[nH]c(=O)[nH]c4c3)[nH]c2c1 | 14% | -8% | -1% | 10% | 0%
NNC(=O)c1oc2nc(-c3ccc(Cl)cc3)cc(-c3ccccc3)c2c1N | 0.1% | 12% | 21% | -5% | 9%
CC1(CCC(=O)O)C(=O)CCC2C1CCC1(C)C2CCC1(C)O (stereo not drawn) | 3.5% | nt | nt | -5% | nt
CCOc1c(Br)cc(C(=O)N2CCCN(C)CC2)cc1OC | i | 1% | -15% | -5% | 1%
COC(=O)[C@H](CC(C)C)N1Cc2cc(OC)cc(OC)c2-c2ccccc2S1(=O)=O | 1.1% | nt | nt | -16% | nt
O=C(COC(=O)c1ccccn1)Nc1cccc(Cl)c1 | i | -10% | 49% | -19% | 0%
Cc1nn(-c2ccccc2)c(Cl)c1/C=C1\SC(=S)N(CCCCCC(=O)O)C1=O | 8.3% | 0% | 45% | -7% | 2%
CCCS(=O)(=O)c1nc(S(=O)(=O)c2ccc(C)cc2)c(NCCCN(C)C)s1 | i | -2% | 7% | -8% | -3%
COc1ccccc1OC(C)C(=O)NNC(=S)NC1CCCC1 (stereo not drawn) | 2.1% | -9% | -5% | 7% | -2%
O=C(CSc1ccccn1)N/N=C/c1cccc([N+](=O)[O-])c1 | 0.6% | 1% | -16% | 2% | -1%
CN(c1ccc(C(=O)N2CCN(Cc3ccccc3)CC2)cc1)S(=O)(=O)c1ccccc1 | i | 13% | -3% | 5% | 5%
COc1ccc(C(O)P(=O)(OCC(C)C)OCC(C)C)c(OC)c1 (stereo not drawn) | i | -4% | -15% | -9% | -25%
CS(=O)(=O)N1CCN(c2ccc(NC(=S)NC(=O)c3cccs3)cc2)CC1 | 1.4% | 7% | -5% | -7% | 0%
COc1ccc(CN(C)C(=O)/C=C/c2ccc(S(=O)(=O)N3CCCCCC3)cc2)cc1 | 4.1% | nt | 63% | -2% | 36%
CCc1cccc(NC(=S)Nc2ccc(CN3CCOCC3)cc2)c1 | i | -6% | 21% | -9% | -7%
CCOc1ccc(NC(=O)CN2CCCC2c2cccs2)cc1S(=O)(=O)N1CCCCC1 (stereo not drawn) | 5.1% | nt | 43% | 7% | -4%
O=C(Nc1ccc([N+](=O)[O-])cc1)Nc1ccc2c(c1)OCCO2 | 0.8% | 8% | 12% | -2% | -8%
CCN(c1cccc(C)c1)S(=O)(=O)c1ccc2c3c(cccc13)C(=O)N2 | i | 1% | 4% | -18% | -7%
COc1cc(Cl)c(S(=O)(=O)N2CCCC2)cc1Cl | 1.3% | -9% | 29% | 9% | -3%
O=C(Nc1ccc2c(c1)OCO2)c1c(F)c(F)c(F)c(F)c1F | i | -1% | 4% | 1% | 3%
COc1ccc2oc(C)c(C(=O)c3ccccc3)c2c1 | 2.0% | 7% | 23% | 7% | -6%
Cc1ccccc1N1C(=O)CC(Sc2nnc(-c3ccccc3)o2)C1=O (stereo not drawn) | 0.5% | -17% | 37% | -17% | 6%
O=C1CN(C(=O)COC(=O)/C=C/c2ccco2)c2ccccc2N1 | 3.1% | -4% | -3% | -7% | -4%
COc1ccc(N(C(=O)c2ccco2)C(C(=O)NC2CCCC2)c2cccnc2)c(OC)c1 (stereo not drawn) | i | -17% | -8% | -1% | -7%
O=C(O)CSCC(=O)c1ccccc1 | i | -9% | 70% | -1% | 1%
COc1cc(C2NCCc3c2[nH]c2ccccc32)ccc1OC(C)C (stereo not drawn) | nt | -4% | 25% | nt | 7%
Cc1cc(/C=C(\C#N)C(=O)O)c(C)n1C1CC1 | 1.7% | -2% | -1% | 2% | -7%
CCSc1nnc(NC(=O)CSc2nc3c(c(=O)n2-c2ccccc2OC)SCC3)s1 | 3.2% | -12% | 31% | 5% | -4%
Cc1ccc(NC(=O)CCCNC(=O)c2ccc(Cl)cc2)c(Br)c1 | 0.7% | 2% | 0% | -30% | -2%
Cc1cccc(OCC(O)CN2C(C)(C)CC(O)CC2(C)C)c1C (stereo not drawn) | i | -2% | -10% | -3% | -1%
CCN(CC)S(=O)(=O)c1ccc(N(C)CCc2ccc(OC)c(OC)c2)nc1 | i | 3% | 11% | 2% | -10%
COc1ccc(Cc2c3cc(OC)c(OC)cc3cc[n+]2C)cc1OC | 0.5% | 4% | -18% | -1% | -4%
O=C(Nc1ccccn1)c1cc(-c2cccc(Cl)c2)nc2ccccc12 | 6.3% | -9% | 24% | 0% | ?
Cn1nnnc1SCC(=O)N1CCN(S(=O)(=O)c2ccc(Cl)cc2)CC1 | 1.1% | 2% | 4% | 3% | 3%
Cc1ccc(S(=O)(=O)NCCC(=O)OCC(=O)N2CCCC2=O)cc1C | 0.7% | 14% | -3% | -16% | 0%
CCOC(=O)c1c(C)c(C(=O)NCc2cccnc2)c(C)n1C | 2.0% | -1% | -5% | 0% | -8%
Cc1sc2ncnc(SCC#N)c2c1C | 0.3% | -8% | -7% | 0% | -2%
CCOC(C(=O)OCC(O)CN(CC)CC)(c1ccccc1)c1ccccc1 (stereo not drawn) | i | -6% | -1% | 4% | -6%
CC(=O)Nc1ccc(C(=O)COC(=O)c2c(C)noc2C)c(F)c1 | 6.2% | nt | 0% | -8% | -5%
CC(C)(CO)NC(=O)C(Cc1ccccc1)N1C(=O)c2ccccc2C1=O (stereo not drawn) | 0.6% | -8% | -15% | -4% | 1%
N#Cc1cnn2ccc(-c3ccc4c(c3)CCC4)nc12 | 1.2% | 18% | -5% | -3% | 2%
CCCCn1c(=O)[nH]c(=O)c2c(C(=O)OCC)cc(-c3ccc(OC(F)F)cc3)nc21 | 0.0% | 6% | 11% | 4% | 4%
COc1ccc(NC(=O)c2c(C)noc2C(C)C)cc1S(=O)(=O)N1CCCCC1 | 2.2% | nt | -7% | -1% | -10%
Cc1sc2nc[nH]c(=O)c2c1-c1ccc(F)cc1 | i | -8% | 10% | 8% | -5%
COc1ccc(CCNC(=O)CS(=O)(=O)Cc2nc(-c3ccc(C)cc3)oc2C)cc1OC | 0.3% | -19% | 21% | -4% | 3%
CCN(c1ccccc1)S(=O)(=O)c1cc(OC)ccc1OC | 2.4% | -9% | -8% | 0% | -10%
C/C(CC(=O)Nc1ccc2c(c1)OCO2)=N\NC(=O)c1ccccc1N | 0.8% | 3% | 6% | nt | -11%
CCN1CCN(C(=O)CS(=O)Cc2nc(-c3cccc(C)c3)oc2C)CC1 (stereo not drawn) | 1.9% | 3% | 1% | -3% | 1%
COc1cccc(CC(NC(C)=O)C(=O)NC2CCN(C(=O)C3CCCCC3)CC2)c1OC (stereo not drawn) | 0.8% | nt | nt | 3% | nt
COc1ccc2c(c1)cc(C(O)c1ccccn1)n2S(=O)(=O)c1ccccc1 (stereo not drawn) | i | -2% | 23% | -5% | -1%
O=C(Nc1ccc(F)c([N+](=O)[O-])c1)c1cccs1 | 0.8% | -4% | 17% | -9% | 4%
Cc1cc(C)c(S(=O)(=O)NNC(=O)C2CCN(Cc3ccccc3)CC2)c(C)c1 | 3.6% | 0% | 3% | -7% | 6%
CSc1ccc(-c2sc(Nc3ccccc3)n[n+]2-c2ccccc2)cc1 | 2.5% | 13% | 69% | 10% | ?
Cc1cc(C2=NNC(=Nc3ccc(S(=O)(=O)N4CCOCC4)cc3)SC2)c(C)n1C | 0.1% | 20% | -3% | 0% | 8%
(next part)
SMILES | VEEV TC-83 Vero | PhoP GFP inhibition | M. tuberculosis | H1N1 NS1A inhibition | M. tuberculosis HTS | others
COc1cccc(CNC(=O)COC(=O)c2nn(C)c(=O)c3ccccc23)c1 | 0.5% | nt | -4% | -10% | 11%
O=C(OCC(=O)N1CCC(Cc2ccccc2)CC1)c1cccnc1Cl | 0.6% | nt | 29% | -1% | 2%
Cc1ccc(S(=O)(=O)CC(=O)N(CCCN2CCOCC2)c2nc3c(F)cccc3s2)cc1 | 0.9% | 4% | -13% | -7% | -6%
COc1cccc(C(=O)Nc2cc(C)nn2-c2ccccc2)c1OC | 8.3% | -6% | -3% | 2% | -4%
Cc1noc(C)c1S(=O)(=O)N1CCN(Cc2ccc3c(c2)OCO3)CC1 | 0.4% | -12% | -2% | 5% | -4%
O=C(CSc1cn[nH]n1)Nc1nc2ccccc2s1 | 2.7% | 8% | 15% | 0% | 3%
